PHOSPHO1 inh: inhibitors of human PHOSPHO1 phosphatase. Q8TCT1. recombinant PHOSPHO1, absorbance phosphatase assay. inhibition, % at 13.3 µM. 1.1% of 290,000 active; in the data active = inhibition above about 60%
Target sequence (Q8TCT1 whole entry, looked up): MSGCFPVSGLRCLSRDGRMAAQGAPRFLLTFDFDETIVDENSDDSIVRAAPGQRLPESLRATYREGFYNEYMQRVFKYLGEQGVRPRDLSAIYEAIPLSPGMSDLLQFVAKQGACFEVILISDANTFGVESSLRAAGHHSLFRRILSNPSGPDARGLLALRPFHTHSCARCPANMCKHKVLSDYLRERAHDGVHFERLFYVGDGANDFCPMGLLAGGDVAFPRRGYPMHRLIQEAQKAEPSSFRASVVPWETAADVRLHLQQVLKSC
PfM18AAP inh: PfM18AAP enzyme inhibition. recombinant PfM18AAP, H-Glu-NHMec fluorogenic cleavage. inhibition, % at 7.35 µM. 1.2% of 290,000 active. AID 1822;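 active = inhibition above the campaign mean inhibition over all tested compounds plus 3 SD, cut at about 28% in these data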;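 note: 0% = plate median of test compound wells and 100% = 2 mM ZnCl2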
IDE act: IDE (human) activation, cell-based. activation, % at 5.96 µM. HEK cells, FAbeta-B cleavage, fluorescence polarization; 0% vehicle, 100% cell-free pure enzyme wells. AID 493087. 0.073% of 340,000 active. P14735;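 active = activation above the mean of all tested compounds plus 3 SD, set per screening campaign, cut at about 17% in these data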
VIM-2 inhibitor: inhibitors of Pseudomonas aeruginosa VIM-2 metallo-beta-lactamase; AID 1527; 0.89% of 290,000 active; purified VIM-2, nitrocefin hydrolysis, epi-absorbance fluorescence; inhibition, % at 5.6 µM;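 active = inhibition above the mean of all tested compounds plus 3 SD, cutoff set per screening run, cut at about 7.5% in these data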;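 note: red hydrolysis product quenches plate fluorescence so inhibitors raise well fluorescence; 0% = enzyme with DMSO and 100% = DMSO without enzyme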
IMP-1 inhibitor: inhibitors of Pseudomonas aeruginosa IMP-1 metallo-beta-lactamase | purified IMP-1, nitrocefin hydrolysis, epi-absorbance fluorescence | inhibition, % at 5.6 µM | 0.45% of 290,000 active | AID 1556;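 active = inhibition above the mean plus 3 SD of all compounds in the same screening run, cut at about 4.5% in these data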;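 note: 0% = IMP-1 with DMSO and 100% = DMSO wells lacking enzyme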
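System: purified IMP-1 / Input: IMP-1 dispensed at 0.2 nM / Medium: 50 mM HEPES pH 7.1, 50 µM ZnSO4, 0.05% Brij 35 / Timing: 15 min enzyme–compound preincubation, then 25 min nitrocefin reaction, 25 °C / Technique: plate fluorescence quenching by hydrolysis product, ex 480/em 530 nm / Repeats: singlicate testing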
NALP1 yeast inh: NALP1 inhibition. S. cerevisiae NALP1/ASC/caspase-1 growth, X-gal OD620, 72 h. AID 2071. inhibition, % at 10 µM. 0.61% of 280,000 active; in the data active = inhibition mostly above about 24%, no sharp cut-off; inactive = mostly below about 32%; note: some compounds called inactive have numbers as strong as hits
pCIP destab: lowers stability of the mouse p/CIP coactivator protein | Q05BA5 | F442A p/CIP-EGFP cells, EGFP fluorescence, 16 h | decrease of EGFP signal, % at 10 µM | 0.01% of 290,000 active | AID 1984;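 active = EGFP signal decrease of at least 30% at 10 µM or well 3 SD below plate mean, unless failing retest; inactive = the rest, including hits failing retest or dose response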; note: some compounds called inactive have numbers as strong as hits; many of its hits are not listed in these tables
IDE cell inh: inhibitors of human insulin-degrading enzyme in cells; P14735; HEK cells, FAbetaB cleavage, fluorescence polarization; inhibition, % at 5.59 µM; 0.41% of 320,000 active; AID 434962;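 active = percent inhibition above the average of all tested compounds plus 3 SD, set per screening campaign, cut at about 16% in these data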;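 note: IDE supplied by intact live HEK cells; FP after avidin binding of uncleaved biotin substrate so inhibition keeps polarization high; 0% = DMSO wells and 100% = 60 µM reference IDE inhibitor Ii1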
GPR7 antagonist: blocks human GPR7 receptor signaling; GPR7-expressing cells, fluorescence antagonist assay; inhibition, % at 4.4 µM; 1.1% of 290,000 active; AID 1861; in the data active = inhibition above about 16%, passing the limit was not always enough;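 note: cells stimulated with the agonist NPW; 0% = agonist with vehicle and 100% = vehicle without agonist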
Target sequence (P48145 whole entry, looked up): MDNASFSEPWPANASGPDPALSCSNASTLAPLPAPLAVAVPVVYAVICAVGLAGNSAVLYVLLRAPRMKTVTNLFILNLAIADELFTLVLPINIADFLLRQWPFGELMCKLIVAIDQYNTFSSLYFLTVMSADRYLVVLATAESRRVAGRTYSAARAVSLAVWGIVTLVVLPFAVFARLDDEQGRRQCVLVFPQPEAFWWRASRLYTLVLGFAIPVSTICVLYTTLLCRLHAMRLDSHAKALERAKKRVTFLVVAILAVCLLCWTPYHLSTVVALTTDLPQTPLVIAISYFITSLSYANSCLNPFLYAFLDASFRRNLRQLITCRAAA
* marks the source's active call; other numbers are inactive results; / = no result given.

SMILES	PHOSPHO1 inh	PfM18AAP inh	IDE act	VIM-2 inhibitor	IMP-1 inhibitor	NALP1 yeast inh	pCIP destab	IDE cell inh	GPR7 antagonist
CCC(=O)NCC(c1cccs1)S(=O)(=O)c1ccc(C)cc1 (centres undefined)	20	-6	-3	1.0	-0.2	24	2	-4	-2
CCOC(=O)NCCc1ccc(OC)cc1	20	-1	2	-2.4	-0.5	5	-4	-2	3
Cc1c(NS(=O)(=O)c2ccc(Cl)c(C(=O)OC(C)C(=O)N3CCOCC3)c2)c(=O)n(-c2ccccc2)n1C (centres undefined)	2	-6	-2	1.0	-2.7	-5	-3	-3	3
CCOC(=O)c1oc2ccccc2c1NC(=O)Cc1cccs1	-1	-3	2	2.2	0.6	-3	-9	-5	4
CSCC[C@H](NC(=O)Nc1ccc(S(N)(=O)=O)cc1)C(=O)O	20	2	0	-1.2	-2.2	6	11	1	-5
COc1ccc(C(=O)NC2CCCc3ccccc32)cc1 (centres undefined)	-6	-1	3	-1.1	-1.7	-4	0	4	10
CCC1CCCCN1C(=O)CSc1nc2ccsc2c(=O)n1Cc1ccccc1 (centres undefined)	-7	-11	-4	-2.9	1.1	0	0	1	12
OCCNc1nc2ccccc2[nH]1	34	-6	-1	-1.7	-1.7	10	2	9	-10
O=C(NC1CCc2ccccc21)c1cc(COc2ccc(F)cc2Cl)on1 (centres undefined)	36	-1	-2	-2.9	-1.9	1	-15	9	0
O=C(NC1CCCC1)C(c1ccsc1)N(C(=O)Cc1cccs1)c1ccc(F)cc1 (centres undefined)	8	14	-3	0.0	0.5	-4	-1	-2	-8
NNc1nc2ccccc2c(=O)n1Cc1ccccc1	/	54*	-6	1.6	0.5	/	-4	1	-5
CCOc1cc2c(Cl)ncnc2c(OCC)c1OCC	3	-6	-11	-2.3	-4.2	22	-12	17*	-4
CN(CCC1CCOCC1)C(=O)C1CCC(=O)N(CCc2cccc(F)c2)C1 (centres undefined)	3	-7	2	-4.0	-4.9	6	2	7	-3
O=C(NNC(=O)c1ccc(Br)cc1)c1ccncc1	34	-1	0	-0.7	-1.8	9	-11	-2	-15
COC(=O)c1cc2sccc2n1Cc1nc(-c2cccc(Cl)c2)oc1C	11	-1	0	0.7	-1.5	-2	-16	2	-10
Cc1ccc(S(=O)(=O)N(C)Cc2ccc(C(=O)N/N=C/c3ccc(OC(F)F)cc3)cc2)cc1	-3	3	3	-2.6	-3.9	2	8	3	5
O=C(c1cn[nH]c1)N1CCc2c([nH]c3ccccc23)C1c1c(F)cccc1Cl (centres undefined)	32	24	-11	-4.2	-2.9	9	-3	0	14
CCOC(=O)c1[nH]c(CN2CCN(c3ccc(OC)cc3)CC2)c(C(=O)OCC)c1C	44	-5	2	-1.3	-1.9	11	-11	-2	25*
CCOC(=O)C1C(=O)Oc2ccc3ccccc3c2C1C1CCOC1=O (centres undefined)	9	-4	-2	-1.5	-3.2	46	-9	1	-5
C=C(C)C1CC=C(C)/C(=N/NC(=O)CCC(=O)Nc2ccccc2Cl)C1 (centres undefined)	52	2	4	-4.4	1.1	8	-5	6	-7
CCOC(=O)CC(=O)Nc1ccn[nH]1	-2	-5	3	-0.3	-1.4	10	4	1	-1
COc1ccc(/C(C)=N/OCC(=O)Nc2nc3ccccc3s2)cc1	-24	-3	-1	-1.0	-3.1	53	1	0	8
O=C(NCc1cccnc1)C1CCN(S(=O)(=O)N2CCOCC2)CC1	21	1	11	-0.8	-3.6	-12	-10	3	-9
CC(C)N(Cc1nc2ccccc2[nH]1)C(C)C	-3	10	7	0.1	0.1	15	2	5	16
c1ccc2c(c1)OCC(c1csc3ncnc(N4CCOCC4)c13)O2 (centres undefined)	2	2	0	-1.4	-1.7	-2	-9	5	-9
CC(Sc1ccc(Cl)cc1)C(=O)NNC(=O)c1ccccc1O (centres undefined)	0	11	1	-5.0	0.6	16	0	0	-8
Nc1c(N2CCOCC2)cc(Cl)c2nonc12	-13	6	-5	1.8	-2.3	21	-7	2	-14
COc1ccc2nc(NC(=O)C3CCN(S(=O)(=O)c4cccs4)CC3)sc2c1	-9	3	1	-3.5	-3.2	8	11	2	4
O=[N+]([O-])c1ccc(N2CCN(c3ccccc3O)CC2)c(Cl)c1	-15	1	-2	-0.8	-1.2	15	-11	1	-2
CC12CCC(C(=O)Nc3ccccc3-n3cccc3)(CC1=O)C2(C)C (centres undefined)	-4	11	5	-1.4	-0.7	21	9	3	-9
Cc1ccc(S(=O)(=O)Nc2ccc(NC(=O)c3c(F)c(F)c(F)c(F)c3F)cc2)cc1	-20	-2	5	-1.2	-1.4	38	-7	0	78*
CCC(C)Cn1c(C)nc2ccccc21 (centres undefined)	-29	-2	2	-1.4	-2.4	20	-35	4	1
Cc1nc2ccccc2c(=O)n1CCCO	0	-1	6	-2.9	-2.7	-4	-5	-4	2
O=C(Nc1ccc(-c2csc(-c3ccccc3)n2)cc1)c1ccccc1Cl	43	-1	-4	-7.3	-2.1	24	-5	2	-1
Cc1cc(C)cc(NC(=O)C2CCCN(S(=O)(=O)c3cnc[nH]3)C2)c1 (centres undefined)	2	5	-1	-5.5	-3.0	24	6	4	-12
CCOC(=O)N1CCC(NC(=O)CS(=O)(=O)Cc2nc(-c3ccccc3C)oc2C)CC1	-12	-6	4	-1.9	-2.2	20	-5	4	-5
CC(Oc1ccccc1)c1ccn[nH]1 (centres undefined)	33	2	2	-2.9	-2.5	19	0	-1	4
CC(C)(C)NC(=O)Cn1c(SCC(N)=O)nc2ccccc21	45	-8	2	0.3	-0.8	4	0	4	0
OCCN1CCN(c2cc(-c3ccccc3)c3ccccc3n2)CC1	10	2	-1	2.0	-1.7	31	-2	3	-1
Cc1cccc(N(CC(=O)NCCc2ccccc2)C(=O)c2csnn2)c1	6	0	-1	-0.1	-0.9	17	33	4	1
O=C(O)c1ccccc1-c1nc2ccccc2c(=O)[nH]1	-3	0	3	-2.4	-3.6	1	6	9	-3
CCCCCCCCC(=O)NNC(=O)c1c(O)c2ccccc2n(CC)c1=O	55	5	-2	-2.5	-0.3	12	5	4	-1
Cc1cc(Cl)c(S(=O)(=O)N2CCN(c3ccccn3)CC2)cc1OCC(=O)NC1CCCCC1	37	3	-9	-2.1	-3.6	12	2	-1	15
COc1ccc(OC)c(Nc2ncnc3ccccc23)c1	2	12	-1	-1.0	-2.3	27	-8	5	-5
CCOC(=O)C1C(=O)OC(C)(C)C1C(C)C(=O)c1ccccc1 (centres undefined)	1	0	4	-2.5	-3.3	14	-4	1	-6
Cn1nnnc1SCCNC/C=C/c1ccccc1	4	6	7	2.6	0.7	0	-7	-2	-4
COc1ccc(OCC(O)CNC(=O)Nc2cc(C)cc(C)c2)cc1 (centres undefined)	-4	2	2	-3.1	-0.9	3	3	0	-10
O=S(=O)(Nc1cccnc1)c1ccc2c(c1)OCCO2	-31	-6	7	0.0	-0.9	24	-5	-1	20*
CCOC(=O)c1[nH]c(=O)[nH]c1CSc1ccccn1	-75	8	1	-2.0	-3.6	7	-13	-2	-12
Cc1ccc(CSc2sc(C(=O)c3ccccc3)c(N)c2C#N)cc1	97*	8	4	2.9	1.4	7	0	-1	2
CCc1cccc(NC(=O)Cn2ncn3c(cc4ccccc43)c2=O)c1	-9	6	3	-2.4	-3.7	11	-9	-1	11
COc1ccc(-c2nnc(SCC(=O)c3cccs3)o2)cc1	-6	1	-5	-0.5	-3.0	-4	19	-2	6
COc1ccc([N+](=O)[O-])cc1/C=N/Nc1nc(N2CCCCC2)nc(N2CCCCC2)n1	-18	5	6	-1.8	-5.6	17	-11	8	-7
N#Cc1cccc(C(=O)N(CCc2ccccc2)Cc2cccs2)c1	39	5	0	-1.7	-2.9	7	1	-4	-2
COc1ccc(NS(=O)(=O)c2cccc(C(=O)N3CCN(Cc4cc(OC)ccc4OC)CC3)c2)cc1	32	-5	0	-1.8	-3.0	6	16	4	-3
CC1CN(C(=O)C2CCCN2S(=O)(=O)c2ccc(Cl)cc2)CC(C)O1 (centres undefined)	1	-3	4	-0.2	-2.0	3	-7	-1	5
CC(C)c1ccccc1NC(=O)COC(=O)c1cccnc1	12	-5	-1	-1.4	-1.9	12	8	-1	-10
CN1CCN(C(N)=NC(=O)c2ccccc2)CC1	-21	2	2	-1.8	-5.2	19	-2	1	-11
Cc1ccc(S(=O)(=O)n2nc(-c3cccnc3)nc2N)cc1	-14	-2	-7	-2.6	-0.6	1	-13	4	-3
Cc1ccc(NC(=O)CSc2nnc3ccccn23)cc1S(=O)(=O)N1CCOCC1	24	-2	1	-3.1	-2.1	2	6	2	-2

Additional structures
SMILES	PHOSPHO1 inh	PfM18AAP inh	IDE act	VIM-2 inhibitor	IMP-1 inhibitor	NALP1 yeast inh	pCIP destab	IDE cell inh	GPR7 antagonist
Cn1c(=O)[nH]c(=O)c2c1nc(CN1CCOCC1)n2CCc1ccccc1	-10	-6	5	-2.0	-2.1	-59	-15	3	-15
C=CCNC(=O)c1onc(CSc2cccc3ccccc23)c1C(=O)O	3	-2	5	-4.1	-2.7	-5	1	1	-9
COC(=O)c1ccccc1NC(=O)C1CCN(S(=O)(=O)c2cc(OC)ccc2OC)CC1	-7	-10	-2	-3.3	-1.8	-6	-7	6	-2
O=C(NCCO)NC(=S)c1ccccc1	11	-1	-4	1.8	-1.7	1	-1	0	11
CN(C)c1ccc(/C=N\S(=O)(=O)c2ccccc2)cc1	16	10	-1	-2.2	-4.7	11	-2	4	-4
COC(=O)CN1C(=S)N(c2ccc(OC)cc2)C(=O)/C1=C/c1ccc(OC)cc1	-10	7	2	-4.2	-3.0	-20	-7	-2	1
NNC(=O)C1COc2cc3ccccc3cc2O1 (centres undefined)	14	-3	1	-1.3	1.2	1	2	6	-11
CCN1CCN(S(=O)(=O)c2ccc(Cl)c(C(=O)Nc3nnc(CC(C)C)s3)c2)CC1	31	3	1	-2.2	-5.0	15	-4	2	0
Cc1c(C)n2c3c(cccc13)CC2	2	-3	1	0.2	-0.5	13	4	2	-2
COc1ccc(OCCn2cc(/C=C(\C#N)C(=O)NCc3ccco3)c3ccccc32)cc1	3	0	9	-0.8	-1.3	28	-17	3	-4
CC(C)CC(NC(N)=O)C(=O)Nc1ccc(Oc2ccccc2)cc1 (centres undefined)	-21	0	-2	-1.8	-2.8	12	-2	9	-6

An excerpt from above in order of the GPR7 antagonist value, lowest first:
Compound	PHOSPHO1 inh	PfM18AAP inh	IDE act	VIM-2 inhibitor	IMP-1 inhibitor	NALP1 yeast inh	pCIP destab	IDE cell inh	GPR7 antagonist
COc1ccc(OCCn2cc(/C=C(\C#N)C(=O)NCc3ccco3)c3ccccc32)cc1	3	0	9	-0.8	-1.3	28	-17	3	-4
CN(CCC1CCOCC1)C(=O)C1CCC(=O)N(CCc2cccc(F)c2)C1 (centres undefined)	3	-7	2	-4.0	-4.9	6	2	7	-3
COC(=O)c1ccccc1NC(=O)C1CCN(S(=O)(=O)c2cc(OC)ccc2OC)CC1	-7	-10	-2	-3.3	-1.8	-6	-7	6	-2
CCOC(=O)c1[nH]c(CN2CCN(c3ccc(OC)cc3)CC2)c(C(=O)OCC)c1C	44	-5	2	-1.3	-1.9	11	-11	-2	25*

Assay outcomes deposited in PubChem BioAssay by several laboratories.
